Screening data: PubChem, National Center for Advancing Translational Sciences (NCATS)
USP2a inh = USP2a (human) protease inhibition; O75604; USP2 core, Ub-CHOP2 coupled fluorogenic reporter, 485/531; Potency, µM (top dose mostly 38.3 µM), without a hit: top-dose activity change, negative = inhibition, actives largely listed as inhibitors; 330,000 compounds, 0.01% hits; AID 463254;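 note: potency is the fitted concentration of half-maximal effect; plate controls were DMSO wells for no effect and full inhibition by NEM control for full effect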
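Deubiquitinase activity read as fluorescence (485/531 nm) after Ub-CHOP2 cleavage activates the enterokinase reporter on its substrate; USP2 core 10nM, Ub-CHOP2 and substrate 25nM each, 30min compound preincubation then 60min RT; data normalized to NEM, curves fitted.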
TSHR antagonist = blocks TSH signaling through the human TSH receptor; P16473; TSHR-expressing cells, TSH-stimulated cAMP HTRF, 2 h; stronger effect = lower value; activity change, negative = inhibition, % at 11.5 µM; 330,000 compounds, 0.2% hits; AID 504810;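 active = activity change below a set negative limit, meaning inhibition stronger than a set level, cut at about -70% in these data; inconclusive = activity change between two set negative limits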; note: % is set by controls: 0 for no effect and ±100 for the full control effect
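Competitive HTRF cAMP read-out (cryptate anti-cAMP antibody, cAMP-d2; 30 min, room temperature) in freshly harvested TSHR cells. Compounds added before TSH at EC80 (4nM final), followed by 2 hours' incubation at 37 deg C.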
KCNH2 3.1 inh = KCNH2 3.1 (human) potassium channel inhibition | U2OS KCNH2 3.1, thallium flux FluxOr; stronger effect = lower value | activity change, % (tested at about 1.8 µM) | 340,000 compounds, 0.95% hits;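 active = maximum activity change below -70%; inconclusive = maximum activity change from -70% to -50%; inactive = maximum activity change above -50%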;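 note: thallium influx rate constant from kinetic fluorescence after stimulation buffer; % is set by controls: 0 for no effect and ±100 for the full control effect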
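Virally transduced U2OS (3.1 isoform, 4 h infection in dark at RT) → overnight 37 C → FluxOr + Red40 in HBSS/HEPES, 45 min → stimulation buffer, 2 min kinetic read → rate constant vs DMSO controls.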
hERG WT inh = blocks the wildtype human KCNH2 potassium channel | Q12809 | U2OS, BacMam KCNH2, thallium flux FluxOr; stronger effect = lower value | activity change, % at 1.84 µM | 340,000 compounds, 0.37% hits;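 active = maximum activity change below -70%; inconclusive = maximum activity change between -70% and -50%; inactive = maximum activity change above -50%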; note: % is set by controls: 0 for no effect and ±100 for the full control effect
Target sequence (Q12809 whole entry, looked up): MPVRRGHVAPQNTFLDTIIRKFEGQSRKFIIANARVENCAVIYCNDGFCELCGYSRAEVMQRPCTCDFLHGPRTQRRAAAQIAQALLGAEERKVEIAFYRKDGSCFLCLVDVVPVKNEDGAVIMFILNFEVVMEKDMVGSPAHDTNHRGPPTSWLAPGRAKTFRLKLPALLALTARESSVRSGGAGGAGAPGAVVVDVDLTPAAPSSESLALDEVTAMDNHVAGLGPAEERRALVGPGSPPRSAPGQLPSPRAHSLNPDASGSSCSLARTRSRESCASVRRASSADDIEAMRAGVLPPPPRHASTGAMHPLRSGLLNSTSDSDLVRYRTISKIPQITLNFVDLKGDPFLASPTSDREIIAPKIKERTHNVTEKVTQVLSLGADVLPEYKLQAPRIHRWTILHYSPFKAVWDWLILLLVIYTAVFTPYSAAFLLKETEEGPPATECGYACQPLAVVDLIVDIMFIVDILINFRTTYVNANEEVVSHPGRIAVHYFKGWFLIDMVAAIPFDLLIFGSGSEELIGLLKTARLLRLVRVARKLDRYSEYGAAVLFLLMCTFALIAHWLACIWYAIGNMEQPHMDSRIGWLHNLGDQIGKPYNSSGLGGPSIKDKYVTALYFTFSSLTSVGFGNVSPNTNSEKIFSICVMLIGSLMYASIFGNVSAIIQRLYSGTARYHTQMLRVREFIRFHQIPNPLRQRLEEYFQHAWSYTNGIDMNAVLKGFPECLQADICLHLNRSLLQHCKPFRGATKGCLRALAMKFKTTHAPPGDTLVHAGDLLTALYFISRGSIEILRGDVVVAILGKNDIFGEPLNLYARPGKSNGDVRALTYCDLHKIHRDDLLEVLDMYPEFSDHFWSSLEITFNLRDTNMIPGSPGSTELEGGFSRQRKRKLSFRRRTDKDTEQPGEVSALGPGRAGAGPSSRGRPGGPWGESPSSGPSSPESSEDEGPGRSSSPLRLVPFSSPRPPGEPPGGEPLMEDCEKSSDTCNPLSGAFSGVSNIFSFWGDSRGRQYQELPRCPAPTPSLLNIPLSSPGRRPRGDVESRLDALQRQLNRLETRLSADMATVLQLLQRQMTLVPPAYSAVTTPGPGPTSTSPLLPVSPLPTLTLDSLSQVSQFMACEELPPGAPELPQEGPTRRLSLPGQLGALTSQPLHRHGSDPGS
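U2OS cells transduced with wild-type KCNH2 virus are loaded with FluxOr dye for 45 min, and thallium flux is measured in kinetic reads before and after stimulation buffer. Rate constants are normalized to DMSO controls.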
TCR act = activators of T cell receptors. AID 504894. Potency, µM (series often up to 9.22 µM), without a hit: at the highest dose activation of IL-2 secretion, hits mostly activators. primary human leukocytes, anti-CD3, IL-2 HTRF, 48 h. 330,000 tested, under 10 active; note: % of control where 0% means no effect
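IL-2 release read by HTRF sandwich (Eu cryptate donor, d2 acceptor, 665 nm emission) after 48 hr exposure of primary human leukocytes to compound together with anti-CD3 beads in the absence of co-stimulatory signals.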
TRPV1 agonist = agonists of human vanilloid receptor 1 (TRPV1); Q8NER1; TRPV1-expressing cells, Fluo-8 calcium influx, agonist mode; activation, % at 8.33 µM; 320,000 compounds, 0.19% hits; AID 540275; in the data active = activation above about 80%; inconclusive = between about 30% and that limit; note: 0% is about no effect
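TRPV1-expressing cells were cultured overnight at 35.5C and loaded with Fluo-8 calcium dye for 40 to 90 min at room temperature. After a 10 s baseline, compound was added and calcium influx was read kinetically for 3 min (ex 480/em 520 nm).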
Eya2 inh = Eya2 (human) phosphatase inhibition; O00167; recombinant Eya2, OMFP fluorescence dephosphorylation (OMFP is methylfluorescein phosphate); Potency, µM (titrated, usually from 76.9 µM), without a hit: at the highest dose activity, negative = inhibition, actives largely listed as inhibitors; 330,000 compounds, 0.006% hits; AID 488837; note: potency is the fitted concentration of half-maximal effect; % is set by controls: 0 for no effect and ±100 for the full control effect
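Eya2 protein (added as 0.2 uM solution) was preincubated with compound for 10 min at ambient temperature in 50 mM HEPES pH 7.5, 50 mM NaCl, 5 uM MgCl2, 0.05% BSA, 1 mM DTT. OMFP (added at 50 uM) then reacted 10 min; fluorescence read at 485/525 nm.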
A-T KAP1 phos = potential ataxia-telangiectasia treatment; […] A-T fibroblasts, KAP-1 phosphorylation AlphaLISA; neocarzinostatin DNA damage 30 min before lysis; Potency, µM (doses to about 57.5 µM), without a hit: at the top dose activation, usual class: activators; 320,000 compounds, 0.19% hits; note: potency is the fitted concentration of half-maximal effect; % of control where 0% means no effect; nearly all actives have a fitted effect of over 45% in size
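hTERT-immortalized A-T patient fibroblasts ([…]), 500 cells/well in OPTI-MEM, 1% FBS, got compounds for 60 min, then NCS for 30 min at 37C. Lysates were then assayed for phospho-KAP-1 by AlphaLISA (anti-pKAP1 donor, anti-KAP1 acceptor beads), 6 hr at 25C.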
ELG1 repair inh = inhibitors of ELG1-dependent DNA repair in HEK293T cells. HEK293T ELG1-luciferase reporter, luminescence, 16 h; DNA damage induced by 5-fluorouridine. Potency, µM (series often up to 46.1 µM), for inactives: at the highest dose activity change, negative = inhibition, actives largely listed as inhibitors. 330,000 compounds, 2.3% hits. AID 504467; note: potency is the fitted concentration of half-maximal effect; % is set by controls: 0 for no effect and ±100 for the full control effect; nearly all actives have a fitted effect of over 55% in size
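HEK293T cells expressing luciferase-tagged ELG1 (2,000/well) received 5-Fluorouridine plus compound or DMSO for 16 hr at 37 °C. Luciferase was read by ONE-Glo luminescence after 30 min at room temperature.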
Mito fusion act = inhibitors of mitochondrial division or activators of mitochondrial fusion | S. cerevisiae fusion-defective mutant growth rescue, CellTiterGlo 48 h | Potency, µM (doses to about 46.1 µM), for inactives: at the top dose growth rescue (activation), most hits filed as activators | 320,000 compounds, 0.23% hits;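 note: potency is the fitted concentration of half-maximal effect; % of control where 0% means no effect; nearly all actives have a fitted effect of over 45% in size; temperature-sensitive fusion mutants such as fzo1-1 at 37 °C on non-fermentable ethanol glycerol medium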
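Temperature-sensitive fusion-defective S. cerevisiae (e.g. fzo1-1, mgm1-5) were grown with compound in YPEG medium (3% ethanol, 3% glycerol) for 48 hours at 37C. Growth rescue was measured as viability by CellTiterGlo luminescence after 10 minutes at ambient.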
Active calls of the source: *; ? = inconclusive; nt = not tested or not shown; [ ] = remark or other dose. Unless noted, calls come from the whole dose curve; as a rule, active = well fitted curve in the direction sought with a large enough effect; inconclusive = small, poorly fitted or top-dose-only effect, or another doubt; inactive = no such curve, though single readings can be large; an effect the other way counts as inactive or inconclusive. Not all compounds are listed; the hit share may differ from the screen's.

Second line of a record: USP2a inh	TSHR antagonist	KCNH2 3.1 inh	hERG WT inh	TCR act	TRPV1 agonist	Eya2 inh	A-T KAP1 phos	ELG1 repair inh	Mito fusion act
O=C(NC12CC3CC(CC(C3)C1)C2)c1ccc(-c2ccc(Br)cc2)o1
→ 1%	-8	5	4	-10%[46.1 µM]	27	1%	5%	?	?
O=C(NCc1ccc(F)cc1)N1CCN(C(=O)c2ccccc2)CC1
→ 0%	-5	-5	-13	nt	3	9%	5%	-4%	-3%
O=C(c1cc(F)ccc1F)C1CCCN(Cc2cccn2-c2ccccn2)C1 (stereo not drawn)
→ 1%	0	17	-36	2%	0	-20%	-26%	4%	0%
Cc1ccc(NC(=O)Cn2c(=O)oc3cc(S(=O)(=O)N4CCC(C)CC4)ccc32)cc1C
→ -5%	-27	0	-10	11%	7	-14%	6%	?	-1%
CCOc1cccc(/C(O)=C2/C(=O)C(=O)N(CCN3CCOCC3)C2c2cccnc2)c1 (stereo not drawn)
→ -1%	-2	7	-14	2%	-1	21%	5%	9%	1%
CN1CCN(C(=O)CSc2nc(-c3ccco3)cc(C(F)(F)F)n2)CC1
→ -3%	5	2	-2	-7%	2	-3%	2%	19%	-1%
CCCN(CCC)C(=S)NC(=O)c1ccc(Cl)cc1Cl
→ -1%	-16	1	-25	nt	20	-2%	4%	-18%	-9%
Cc1ccc(-c2noc(CC(c3ccccc3)c3ccccc3)n2)cc1
→ 2%	-17	-11	-9	-3%	?	8%	8%	?	8%
Cc1ccc(O)c(NC(=S)NC(=O)COc2ccc(Br)cc2)c1
→ 0%	-5	8	1	0%	4	-2%	-5%	15%	19%
O=C(NC1CCC(O)CC1)C1CCN(S(=O)(=O)c2c(Cl)cccc2Cl)CC1 (stereo not drawn)
→ 5%	15	3	8	-28%	-2	-8%	-20%	14%	1%
Cc1ccc(NC(=O)COc2ccccc2)c(NC(=O)c2ccco2)c1
→ 3%	-3	4	19	-2%	2	-4%	13%	7%	2%
Cc1cc(C)nc(N(C#N)S(=O)(=O)c2ccccc2Cl)n1
→ 3%	3	2	2	7%[46.1 µM]	2	0%	4%	18%	0%
Cc1cccc(OCCSc2nc3c([nH]2)c(=N)ncn3Cc2ccccc2)c1
→ 0%	-7	-32	-1	-7%[46.1 µM]	-3	-8%	-1%	?	14%
CCCCNC(=O)CCNS(=O)(=O)c1ccc(Br)cc1
→ 1%	-2	-20	-16	nt	2	-27%	-7%	4%	-5%
Cc1ccc(C(=O)Nc2ccc3c(c2)CCC3)o1
→ 2%	3	-28	30	1%	?	9%	nt	?	20%
COCCCNC(=O)Cn1cnc2sc(C)c(S(=O)(=O)N3CCN(c4ncccn4)CC3)c2c1=O
→ 3%	2	-14	8	-1%	-5	1%	-3%	9%	0%
Cc1ccc(N2C(=O)CC(Nc3ccc(Cl)c(S(=O)(=O)N(C)C)c3)C2=O)c(C)c1 (stereo not drawn)
→ -1%	-2	-7	-3	4%	-1	5%	1%	-3%	2%
COc1cccc2cc(C(=O)OCC(=O)N3CC(C)OC(C)C3)c(=O)oc12 (stereo not drawn)
→ 3%	1	19	-1	-2%[46.1 µM]	nt	-26%	-2%	?	nt
CC1=C(C)[N+](=O)C2(O)CCCCC2(C)N1[O-] (stereo not drawn)
→ 1%	-4	6	-22	0%	nt	7%	4%	25%	0%
CCn1c(SCC(=O)Nc2ccc(C)cc2)nnc1-c1ccccn1
→ -1%	-4	2	18	13%	-6	7%	-4%	?	8%
CCN(Cc1ccncc1)C(=S)Nc1ccc(Cl)cc1
→ 1%	4	1	2	10%	2	-4%	-4%	?	10%
COc1ccc(C2Nc3ccccc3C(=O)N2O)cc1OC (stereo not drawn)
→ -1%	-1	4	3	0%	-2	9%	-1%	6%	1%
CCOc1ccccc1NC(=O)COC(=O)CNS(=O)(=O)c1ccc(C)cc1
→ 1%	1	4	0	-2%	-2	-1%	-4%	14%	0%
c1cnc(Sc2ccc3nnnn3n2)nc1
→ 1%	-6	-7	-11	2%	-4	-15%	2%	16%	-4%
Cc1cccc(OCCc2nnc(N)s2)c1C
→ -1%	-42	11	2	nt	6	17%	4%	?	-4%
O=C(CSc1nc2ccccc2o1)Nc1nc2ccc(Br)cc2s1
→ -2%	-23	-5	-6	4%	2	-20%	10%	29%	4%
C/C(=N\NS(=O)(=O)c1ccc(Cl)cc1)c1ccc(O)cc1
→ 4%	4	-6	-2	0%	-3	7%	-2%	2%	1%
Cn1c(SCC(O)c2ccccc2)nnc1-c1ccc2ccccc2c1 (stereo not drawn)
→ 0%	-1	-1	0	-1%	nt	-5%	2%	-7%	5%
CCCCCOC(=O)Cc1c(C)nc(-c2ccccc2)[nH]c1=O
→ 1%	-7	8	-5	1%	1	9%	-3%	-2%	1%
CC(=O)NC(Cc1c[nH]c2ccccc12)C(=O)Nc1ccc2c(c1)OCO2 (stereo not drawn)
→ 0%	6	5	2	-6%	1	0%	5%	?	-2%
COc1ccccc1NC(=O)CCC(=O)OCc1ccc([N+](=O)[O-])cc1
→ -1%	5	-10	10	11%	-3	-10%	-5%[11.5 µM]	-1%	-2%
CC1CCc2sc(NC(=O)C3CC(Cl)=CCC3C(=O)O)c(C#N)c2C1 (stereo not drawn)
→ 3%	-8	2	-12	-2%	-3	4%	-3%	-10%	1%
C/C(=C\C=C(C#N)C#N)c1cc(C#N)c(N)o1
→ 22%	-10	18	5	8%	10	1%	-1%	-8%	0%
O=S(=O)(c1cccc(-c2n[nH]c(=S)o2)c1)N1CCOCC1
→ 0%	-2	13	-4	0%	0	-6%	-16%	0%	4%
COc1ccccc1-c1nnc(SCC(=O)NC2CCS(=O)(=O)C2)n1CCc1ccccc1 (stereo not drawn)
→ 5%	4	-12	nt	2%[46.1 µM]	-3	4%	-13%	1%	-7%
CN(Cc1ccccc1)S(=O)(=O)c1ccc(OCC(=O)NCc2ccncc2)cc1
→ -2%	3	-9	5	2%	?	5%	-5%	?	-4%
COc1ccc(-c2cc3nnc(-c4ccccc4)nc3s2)cc1
→ 4%	12	5	-12	1%[46.1 µM]	-1	4%	3%	?	0%
CSCCC(NC(=O)c1cc(C(C)(C)C)oc1C)C(=O)O (stereo not drawn)
→ ?	-11	-1	-12	-2%	-3	13%	-1%	-2%	1%
Cc1ccc(C2C3CSCC=C3C(C#N)=C(N)C2(C#N)C#N)cc1 (stereo not drawn)
→ 3%	16	-22	3	4%	-7	-5%	-1%	-5%	-2%
CC(C(=O)NCCCc1ccccc1)n1cccc1C(=O)c1ccccc1 (stereo not drawn)
→ -1%	-7	-22	-6	-7%	?	-7%	2%	-2%	22µM*
CCCc1cc(=O)[nH]c(SCC(=O)Nc2ccc(Br)cc2Br)n1
→ 2%	-4	9	2	-3%	-1	-21%	12%	3%	10%
CS(=O)(=O)N1CCC(C(=O)Nc2cccc(Cl)c2Cl)CC1
→ 3%	-1	17	4	-3%	?	3%	-1%	-6%	-1%
CCOC(=O)c1cnn2c(N)c(C#N)cnc12
→ -1%	8	-6	-7	-2%	-2	0%	-5%	8%	0%
CCOC(=O)C1CCCN(CCC(=O)Nc2ccc(Br)c(C)c2)C1 (stereo not drawn)
→ -1%	4	7	-3	-1%	20	-4%	-10%	-12%	-8%
COc1cccc(/C=C2/C(=O)NN(c3ccccc3)C2=O)c1
→ -1%	1	4	-6	-4%	1	10%	5%	26%	-29%
COc1ccc(N=c2scc(-c3ccc(OC)cc3)n2CCO)cc1
→ 2%	-22	-12	1	12%[46.1 µM]	3	-17%	-6%	-18%	24%
CC1=NN(c2cccc(Cl)c2)C(=O)C1
→ -8%	-1	1	0	-6%	1	16%	-27%	0%	-5%
Cc1ccc(-c2n[nH]c(=S)n2-c2ccccc2)cc1
→ -1%	8	6	-9	-8%[46.1 µM]	2	-8%	nt	10%	4%
CN(CC(=O)Nc1c(Cl)cccc1Cl)C(=O)Cc1ccc(S(=O)(=O)N2CCOCC2)s1
→ -1%	-29	29	-4	-3%	0	15%	9%	0%	1%
CCOC(=O)c1cccc(N2C(=O)C3C4C=CC(CC4)C3C2=O)c1 (stereo not drawn)
→ 1%	4	9	9	1%	18	23%	?	0%	-14%
CNC(=S)Nc1ccc(-c2nc3ccc(C)cc3s2)cc1
→ -1%	-16	5	-6	-6%	0	-14%	4%	?	20%
CC1(C)OC(=O)C(=Cc2ccc[nH]2)C(=O)O1
→ 11%	5	0	-4	1%	0	7%	0%	-20%	-10%
COCCCN1CC(=O)N2C(c3cccc(C)c3)c3[nH]c4ccccc4c3C[C@H]2C1=O (stereo partly drawn)
→ 8%	-3	13	0	6%	8	14%	-3%	-7%	-5%
